Screening data (PubChem BioAssay)
GPR151 ag: human GPR151 activation | actives 1% (n = 650,000) | PathHunter beta-arrestin GPR151 cells, luminescence | Q8TDV0 | activation, % at 11.2 µM; in the data active means activation above about 4.9%;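 further: 0% = median of compound wells and 100% = cells with positive control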
MITF primary: blocks human microphthalmia-associated transcription factor; inhibition, % at 2.6 µM; actives 0.91% (n = 650,000); AlphaScreen MITF homodimerization, bead proximity signal; in the data active means inhibition above about 50%;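 further: 0% = vehicle wells with protein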
FBW7 activator: activators of human E3 ligase FBW7. Q969H0. AlphaScreen FBW7–phospho-cyclin E peptide binding, activator screen. normalized activity (activation), % at 26.1 µM. actives 0.13% (n = 650,000); in the data active means normalized activity above about 1.9%;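 further: purified mutant Fbw7 with reduced substrate affinity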
Target sequence (Q969H0 whole entry, looked up): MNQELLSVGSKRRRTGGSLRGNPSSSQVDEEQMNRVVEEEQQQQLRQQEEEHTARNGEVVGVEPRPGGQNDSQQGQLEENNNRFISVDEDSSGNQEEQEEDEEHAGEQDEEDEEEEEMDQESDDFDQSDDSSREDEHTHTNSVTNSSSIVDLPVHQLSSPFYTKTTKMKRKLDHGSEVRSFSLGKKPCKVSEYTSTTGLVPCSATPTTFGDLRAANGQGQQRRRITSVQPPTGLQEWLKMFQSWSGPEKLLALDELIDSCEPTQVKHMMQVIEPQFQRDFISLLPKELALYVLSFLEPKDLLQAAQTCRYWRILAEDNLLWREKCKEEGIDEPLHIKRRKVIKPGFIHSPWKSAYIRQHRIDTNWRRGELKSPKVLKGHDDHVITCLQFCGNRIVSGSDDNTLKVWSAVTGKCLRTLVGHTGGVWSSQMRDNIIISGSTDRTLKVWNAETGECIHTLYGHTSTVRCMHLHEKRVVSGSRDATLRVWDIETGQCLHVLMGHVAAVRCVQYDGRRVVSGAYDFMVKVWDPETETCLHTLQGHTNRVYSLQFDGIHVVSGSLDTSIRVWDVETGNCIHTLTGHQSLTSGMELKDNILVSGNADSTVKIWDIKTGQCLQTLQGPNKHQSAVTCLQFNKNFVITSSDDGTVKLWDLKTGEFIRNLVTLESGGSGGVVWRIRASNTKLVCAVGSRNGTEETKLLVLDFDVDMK
TEAD-YAP inh: TEAD-YAP interaction inhibition | inhibition, % at 9.12 µM | AID 1259422 | actives 1.4% (n = 640,000) | HEK-TIYL cells, TEAD-Gal4/YAP UAS-luciferase luminescence; in the data active means inhibition above about 32%;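 further: 0% = median of test compound wells and 100% = reference inhibitor wells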
* = called active by the depositor; & = joins results of further samples. Compounds were not picked by outcome. Share with any hit: about 3.4%.

SMILES	GPR151 ag	MITF primary	FBW7 activator	TEAD-YAP inh
CCN(CC)CCn1c(=S)sc2c(=O)n(-c3ccccc3)c(SCc3ccc(Cl)cc3)nc21	0.0	-6.0	-0.2	-6.6
Nc1nnc(/C=C/c2cccc([N+](=O)[O-])c2)s1	1.1	3.9	0.0	-29.2
CC(C)Oc1ccccc1/C=C/c1nc(O)c([N+](=O)[O-])c(=O)[nH]1	3.4	-4.2	0.0	4.4
CCOc1cc(/C=C2/C(=N)N3N=C(C)SC3=NC2=O)ccc1OCCOc1ccccc1C(C)CC (stereo unspecified)	1.3	18.0	0.0	11.7
CC1(C)CC2(CC(C)(C)N1)OC(=O)N(CCOC13CC4CC(CC(C4)C1)C3)C2(C)O (stereo unspecified)	2.9	10.6	0.5	-1.1
Cc1nnc(N/N=C/c2cc([N+](=O)[O-])ccc2Cl)n1N	3.3	6.7	-1.0	-7.0
CCN1C2c3ccccc3N(S(=O)(=O)c3ccc(C)cc3)C1c1ccccc1N2S(=O)(=O)c1ccc(C)cc1	0.6	4.8	0.1	-3.7
COc1ccc(Br)cc1C1=N/C(=C\c2cccc3ccccc23)C(=O)O1	0.5	-11.5	-0.1	-4.5
Cc1ccc(S(=O)(=O)N2CCN(CC(=O)c3ccco3)CC2)cc1	0.1	5.0	0.0	9.8
Cc1nn(C)cc1C(=O)N1CCN(c2ccccc2F)CC1	-1.5	-8.3	-0.2	1.0
Cc1nc2oc3c(-c4ccc(Br)cc4)ncnc3c2c2c1COC(C)(C)C2	-1.0	9.6	0.3	3.5
C/C(CC(=O)Nc1ccc(I)cc1)=N\NC(=O)c1ccccc1C	-0.2	-9.4	-0.2	-43.0
CC(C)c1nc2ccccc2c(=O)n1CC(=O)NC1CCCC1	0.7	-8.7	-0.1	-0.4
CNS(=O)(=O)Cc1ccc2[nH]cc(CCN(C)C)c2c1	0.6&-1.1	11.5&-6.2	0.2&0.1	4.0
COc1ccc(OC)c(C(c2nnnn2Cc2ccc(F)cc2)N2CCN(C)CC2)c1 (stereo unspecified)	-0.9	11.8	0.5	-3.5
COc1ccc(CSc2nnnn2-c2ccc(C(N)=O)cc2)cc1[N+](=O)[O-]	1.9	-3.0	-0.2	-7.4
CC(NC1CCCCCC1)C(=O)Nc1ccc(S(N)(=O)=O)cc1 (stereo unspecified)	0.5	-1.2	-0.1	0.2
COc1cc([N+](=O)[O-])ccc1NC(=O)CC1(CC(=O)O)CCCCC1	-0.3	-2.2	-0.1	-0.6
N#CCCn1ncc2c1/C(=C/c1cccc([N+](=O)[O-])c1)CC2	-1.4	1.0	0.5	15.9
CCCN1CCN(C(=O)Cn2nc(CC)n3c(cc4occc43)c2=O)CC1	-0.6	-21.9	0.2	-9.0
CCOC(=O)N1CCC(n2c(SCc3cccc(F)c3)nc3ccsc3c2=O)CC1	-0.8	6.6	0.1	-1.2
O=S1(=O)CCC(S(=O)(=O)N2CCN(c3nnnn3-c3ccccc3)CC2)C1 (stereo unspecified)	0.0	4.5	-0.1	2.3
COc1ccc(/C=N/NC(=O)c2cccc([N+](=O)[O-])c2)cc1O	-2.3	-1.9	0.0	2.8
O=C(COC(=O)c1ccccc1O)Nc1ccc([N+](=O)[O-])cc1Cl	0.3	6.5	0.1	11.5
COc1ccc(-c2cnn3c(Nc4ccc(OC)nc4)ccnc23)c(OC)c1	0.9	7.1	-0.1	-0.6
O=C(Nc1nnc(-c2ccccc2)o1)c1ccc([N+](=O)[O-])o1	1.4	-14.1	0.0	11.5
O=C(CSc1nc2ccccc2c(=O)n1CCC(=O)NC1CCCCC1)NCc1ccccc1	-1.1	-10.0	0.4	-1.7
CC(=O)C(C(C)=O)C(N1CCOCC1)C(Cl)(Cl)Cl (stereo unspecified)	-0.2	8.9	-0.1	-10.0
CC(C)c1nnc(NC(=O)CCCCCN2C(=O)c3cccc([N+](=O)[O-])c3C2=O)s1	-1.3	-8.7	-0.1	3.3
COc1ccc(C(=O)NCC(=O)c2ccccc2)cc1	-2.7	8.2	0.0	-59.4
N#Cc1c(NC(=O)c2ccc(CSc3ccc(Cl)cc3)cc2)sc2c1CCCC2	1.6	6.4	0.0	4.4
CC(=O)c1ccc(NC(=O)Nc2ccccc2)cc1	-1.0	4.6	0.7	-45.3
O=c1oc2c(O)cccc2cc1-c1nc(-c2ccccc2)no1	-0.9	9.8	1.3	-14.5
CN(CCC#N)S(=O)(=O)c1cn(C)c(=O)n(C)c1=O	1.7	-1.0	-0.1	4.2
Cc1[nH]c2ccccc2c1C(=O)C(C)OC(=O)[C@H](C)N=C1NS(=O)(=O)c2ccccc21 (stereo partly specified)	0.4	2.4	0.2	5.6
COc1ccc(S(=O)(=O)n2c(SCc3cccc(Br)c3)nc3ccccc32)cc1	0.1	-1.0	0.1	-34.4
Cc1ccc(C)c(S(=O)(=O)N2CCNCC2)c1	-0.2	13.2	0.3	2.7
Cc1ccc(S(=O)(=O)N2CCCCC2CCNC(=O)/C=C/c2ccco2)cc1 (stereo unspecified)	-1.5	1.1	-0.1	-8.0
Cn1c(CSCc2ccccc2Cl)n[nH]c1=S	-0.4	1.3	-0.1	-0.5
CCOc1ccc2nc(NC(=O)c3cccc(Cl)c3)sc2c1	-3.4	12.1	0.1	-82.0
CC1=CS(=O)(=O)CC1Sc1n[nH]c(C)n1 (stereo unspecified)	0.4	15.7	0.2	6.4
COc1cccc(CN2CCC(Oc3ccc(C(=O)N4CCCCC4)cc3)CC2)c1O	-0.5	11.5	0.6	7.0
COc1cc2cc(C#N)c(SCC(=O)NC3CCCCC3)nc2cc1OC	0.3	1.2	0.0	-5.1
COc1ccccc1/C(C)=N/Nc1nc2ccccc2[nH]1	2.2	12.5	-0.1	-13.0
O=C(NCc1cccnc1)c1csc(-c2ccc(N3CCOCC3)nc2)n1	1.6	15.4	0.0	2.8
CC(C)(C)OC(=O)C(=O)N1N=C(c2ccccc2)CC1(O)C(F)(F)F (stereo unspecified)	0.3	8.6	-0.1	-3.5
COc1cc(/C(O)=C(\C#N)c2nc3ccccc3s2)cc(OC)c1OC	-2.3&2.9	22.3&-12.5	0.7&0.2	-6.8&3.4
CCOC(=O)C1=C(C)N=c2s/c(=C\c3cccs3)c(=O)n2C1c1cccc([N+](=O)[O-])c1 (stereo unspecified)	-0.6	5.3	-0.1	-1.1
COc1ccc(CCC(=O)Nc2nnc(C)s2)cc1	-0.1	25.5	0.5	12.4
Cc1cccc(NC2(C(F)(F)F)NC(=O)N(c3ccc(F)cc3)C2=O)n1 (stereo unspecified)	-0.7	10.6	0.1	5.7
(list continues)
SMILES	GPR151 ag	MITF primary	FBW7 activator	TEAD-YAP inh
CCC(=O)Nc1cccc(C(=O)c2ccccc2)c1	-2.4	-1.3	0.9	6.5
NC(=O)CCC(NC(=O)c1ccc(Cl)cc1)C(=O)O (stereo unspecified)	0.0	-10.1	0.0	-2.0
COCC(=O)Nc1cnn(-c2ccc(C(=O)NCc3cccc(F)c3)cc2)c1	-1.1	-6.0	-0.1	-11.0
COc1ccc(S(=O)(=O)N2CCN(CC(=O)Nc3ccccc3OC)CC2)cc1	-0.5	3.5	-0.2	0.5
Cc1cc2c(s1)c1cn[nH]c(=O)c1n2C	-0.2	7.6	0.0	-4.9
O=C(CN1C(=O)c2cc(Cl)c(Cl)cc2C1=O)OCc1ccccc1F	-1.1	-8.1	-0.1	2.0
CCOC(=O)c1cnc(SCC(=O)c2cc(C)n(Cc3cccs3)c2C)nc1N	-1.4	5.7	0.0	-4.3
Cc1ccc(C(=O)Nc2ccc(Cl)cc2)cc1S(=O)(=O)N1CCCC1	1.4	11.9	0.0	11.9
CCOC(=O)c1ccc(-n2c(=S)sc3c(=O)n(-c4ccccc4)c(SC(C(C)=O)C(=O)OCC)nc32)cc1 (stereo unspecified)	1.2	-3.9	-0.1	-14.9
COc1ccc(CC(=O)Nc2ccc(-c3nc4ccccc4o3)cc2)cc1	0.6	8.7	1.2	-27.1
Cc1n[nH]c(=O)n1-c1cccc(C(F)(F)F)c1	0.0	6.4	0.1	-5.1
O=C(c1ccc(N2C(=O)C3C4C=CC(C4)C3C2=O)c([N+](=O)[O-])c1)N1CCC(Cc2ccccc2)CC1 (stereo unspecified)	-1.3	-8.1	-0.3	-3.6
CCOC(=O)CSc1nc2c(sc(=S)n2-c2ccc(C(=O)OCC)cc2)c(=O)n1-c1ccccc1	-0.5	-1.0	-0.1	-24.0
CCn1c(COc2ccc(Cl)cc2)nnc1SCC(=O)N(C)C	-0.6	-10.2	0.4	0.5
CCOC(=O)C(Sc1nc2[nH]ncc2c(=O)[nH]1)C(=O)OCC	0.1	3.1	0.2	-5.8
Cc1cccc(N=C2NC(=O)/C(=C\c3ccc(OCC(C)C)cc3)S2)c1	-1.0	14.3	0.0	-1.5
O=C(CSC1=Nc2cccnc2Nc2ccccc21)Nc1cccc(F)c1	2.0	10.9	-0.3	-8.0
Cc1ccc(Nc2cc(C)nc3ncnn23)c(C)c1	1.0	6.1	0.0	-5.4
COc1ccc(C(NC(=O)c2cccc(OC)c2)c2cc(Cl)c3cccnc3c2O)cc1 (stereo unspecified)	-0.8	10.0	-0.1	0.6
COc1cc(OC)cc(C(=O)N2CCCc3ccccc32)c1	1.8	9.6	0.1	9.7
CCN(C(=O)c1ccc(NC(C)=O)cc1)c1ccccc1	-0.2	30.1	0.1	9.2
CSc1nnnn1-c1ccc(C(=O)O)cc1	-0.2	-12.5	0.2	4.9
CCCCC(CC)CNC(=O)C(=O)NC1CC1 (stereo unspecified)	-1.5	21.5	0.4	1.2
O=C(NCCCS(=O)(=O)N1CCc2ccccc2C1)c1ccc(-c2ccccc2)cc1	2.7	0.4	-0.1	3.7
O=C(CC1CCCCC1)Nc1ccc(-c2nc3cccnc3s2)cc1	0.2	18.0	0.2	-8.7
N#CC1(C#N)[C@H](c2ccccc2)[C@@H](C(=O)c2ccccc2)N2c3ccc4ccccc4c3C=C[C@@H]21	0.8	12.6	0.2	6.1
Cc1ccccc1NC(=O)Cn1c(=O)oc2cc(S(=O)(=O)N3CCCC3)ccc21	0.2	2.6	0.0	7.8
O=C(O)CCNC(=O)/C(=C\c1ccccc1)NC(=O)/C=C/c1ccccc1	1.1	-12.3	0.0	6.8
O=C(Nc1nc2ccc3ccccc3c2s1)c1cccc([N+](=O)[O-])c1	1.0	-3.7	-0.2	-7.4
Cc1cc(Cl)nc(Cl)c1C(=O)NC(=O)NCCC(C)C	1.2	3.8	0.1	6.0
Cc1nn(C(C)C(=O)NCCc2ccc(Cl)cc2)c(=O)c2cc3sccc3n12 (stereo unspecified)	0.4	4.8	0.5	2.8
Cc1cc(C(=O)Nc2ccc(S(=O)(=O)N3CCCC3)cc2)cs1	-2.2	-3.6	0.0	-1.0
CS(=O)(=O)N1CC[C@H]2[C@H](CCCN2C(=O)Cc2ccc(F)cc2)C1	-0.8	-11.2	-0.1	12.7
COc1ccc(C2/C(=C(/O)c3ccccc3)C(=O)C(=O)N2c2cccnc2)cc1OC (stereo unspecified)	0.9	-1.9	-0.1	-6.5
CCOc1cc(CNc2ncn[nH]2)cc(Cl)c1OC	-0.6	-1.1	0.0	0.7
Cc1nn(C)c(C)c1-c1nc2ccc(C(=O)NCc3ccccc3)cc2s1	0.8	0.7	-0.1	0.2
Cc1ccc(N2C(=O)CC(NCc3ccc(S(N)(=O)=O)cc3)C2=O)cc1Cl (stereo unspecified)	1.9	8.9	0.1	-5.4
Cc1ccc(NC(=O)NCC(c2ccsc2)N2CCCC2)cc1 (stereo unspecified)	1.6	-0.1	0.1	-25.1
COc1cc(NC(=O)NC2(c3ccccc3)CC2)cc(OC)c1OC	-0.2	-1.9	0.1	-4.2
COc1cc(/C=C2/C(=N)N3OC(C)=CC3=NC2=O)ccc1OCCCOc1ccc(C)cc1	0.2	3.2	-0.1	2.5
CC(C)(C)NC(=O)COC(=O)c1cncc(Br)c1	-0.7	-7.4	0.1	14.0
Cc1ccc(NC(=O)Nc2noc3c2COc2ccccc2-3)cc1F	-0.8	-3.1	0.1	2.7

Grouped by structure: those above containing an NH in an aromatic ring.
SMILES	GPR151 ag	MITF primary	FBW7 activator	TEAD-YAP inh
CC(C)Oc1ccccc1/C=C/c1nc(O)c([N+](=O)[O-])c(=O)[nH]1	3.4	-4.2	0.0	4.4
CNS(=O)(=O)Cc1ccc2[nH]cc(CCN(C)C)c2c1	0.6&-1.1	11.5&-6.2	0.2&0.1	4.0
Cc1[nH]c2ccccc2c1C(=O)C(C)OC(=O)[C@H](C)N=C1NS(=O)(=O)c2ccccc21 (stereo partly specified)	0.4	2.4	0.2	5.6
Cn1c(CSCc2ccccc2Cl)n[nH]c1=S	-0.4	1.3	-0.1	-0.5
CC1=CS(=O)(=O)CC1Sc1n[nH]c(C)n1 (stereo unspecified)	0.4	15.7	0.2	6.4
COc1ccccc1/C(C)=N/Nc1nc2ccccc2[nH]1	2.2	12.5	-0.1	-13.0
Cc1cc2c(s1)c1cn[nH]c(=O)c1n2C	-0.2	7.6	0.0	-4.9
Cc1n[nH]c(=O)n1-c1cccc(C(F)(F)F)c1	0.0	6.4	0.1	-5.1
CCOC(=O)C(Sc1nc2[nH]ncc2c(=O)[nH]1)C(=O)OCC	0.1	3.1	0.2	-5.8
CCOc1cc(CNc2ncn[nH]2)cc(Cl)c1OC	-0.6	-1.1	0.0	0.7
